# Screening data as filed in PubChem.
# SRC1 inh = inhibits human SRC1 coactivator. Q15788. HEK293 GAL4-SRC1 luciferase reporter, luminescence. inhibition, % at 3.6 µM. 360,000 tested, 0.12% active;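 active means inhibition above the campaign mean plus 3 SD, with each screening campaign given its own cutoff, cut at about 60% in these data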;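 further: 0% = DMSO treated cells and 100% = gossypol at 36 µM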
# EBV LMP1 NFkB = Epstein-Barr LMP1 NF-kappaB reporter inhibition; LMP1-induced NF-kappaB luciferase reporter cells, luminescence; inhibition, % at 12.5 µM; 350,000 tested, 0.69% active; in the data active means inhibition above about 41%;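 further: 0% = neutral control wells and 100% = reference inhibitor control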
# TRAIL sens C8 = sensitizes caspase-8 expressing cells to TRAIL; NB7+C8 cells + TRAIL, ATPlite viability luminescence; inhibition (viability loss, TRAIL sensitization), % at 10 µM; 360,000 tested, 1% active; AID 624354;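 active means compounds causing at least 50% loss of cell viability in the single-dose screen, relative to plate controls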
# TROY NFkB inh = blocks TROY-dependent signaling in reporter cells | Q293 LMP1-TROYcd NF-kB luciferase reporter, 4 h | inhibition, % at 10 µM | 360,000 tested, 0.98% active | AID 1347056;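 active means compounds whose plate-normalised and pattern-corrected inhibition of the luciferase reporter signal at the single screening dose is 50% or more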
# COUP-TFII inh = inhibitors of human COUP-TFII (NR2F2). HEK293T NGFI-A luciferase reporter, luminescence. 370,000 tested, 0.7% active. P24468. inhibition, % at 8.6 µM;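 active means inhibition above a per-plate cutoff, mean inhibition of test wells between control levels plus 3 SD, cut at about 38% in these data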;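 further: cells cotransfected with COUP-TFII expression vector driving the NGFI-A reporter; 0% = median of COUP-TF2 test wells and 100% = reporter-only cells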
# NCOA3 inh = inhibits human SRC3 coactivator; Q9Y6Q9; inhibition, % at 3.6 µM; HEK293 GAL4-SRC3 luciferase reporter, luminescence; 360,000 tested, 0.17% active;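 active means inhibition above a per-campaign cutoff, the mean of all compounds plus 3 SD, cut at about 60% in these data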;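 further: 0% = DMSO-treated cells and 100% = gossypol-treated cells at 36 µM; higher means less SRC3-driven luciferase light from the GAL4 reporter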
# NR5A2 inv ag = suppresses constitutive activity of human LRH-1; HEK293T StAR-luciferase reporter, LRH-1 transfected, 24 h; inhibition, % at 3.6 µM; 360,000 tested, 0.13% active; AID 602396;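 active means inhibition above the mean inhibition of all tested compounds plus 3 SD, cut at about 73% in these data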;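 further: 0% = DMSO wells and 100% = reporter-only cells lacking LRH-1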
# KKLEB cytotox = CF airway cell cytotoxicity counter-screen | KKLEB CF airway cells viability, ATPlite luminescence, overnight; hits give low values; cells stimulated with P. aeruginosa culture filtrate | activity change (cytotoxicity), % at 5 µM | 360,000 tested, 0.36% active;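 active means corrected activity change at or below -50% at 5 µM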
# TWEAK-Fn14 inh = inhibitors of TWEAK-Fn14 interaction signaling | 360,000 tested, 2% active | TWEAK-stimulated Fn14 reporter cells, luciferase luminescence, 8 h | AID 1159606 | inhibition, % at 10 µM; in the data active means inhibition above about 50%
# CF NFkB block = inhibitors of cystic fibrosis induced NF-kB. KKLEB NF-kB-GFP reporter, PAF-induced, GFP fluorescence overnight. inhibition, % at 5 µM. AID 588850. 360,000 tested, 0.86% active;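 active means at least 50% inhibition at 5 µM, scaled per plate between neutral and stimulator controls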;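 further: PAF is a Pseudomonas aeruginosa culture filtrate used as stimulus; plate controls were PAF-stimulated DMSO wells for no effect and unstimulated DMSO wells for full effect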
# Shn3 3UTR inh = Schnurri-3 reporter inhibition in Clone20 osteoblasts. AID 588674. inhibition, % at 12.5 µM. 360,000 tested, 0.52% active. Clone20 osteoblast Shn3 3'UTR firefly luciferase, 24 h;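 active means mean inhibition of at least 75% with every replicate also reaching 75%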;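 further: 0% = median of neutral control wells and 100% = pilot-screen positive control compound; some compounds past the cut are filed as inactive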
# An asterisk follows results filed as active; nt = not tested or not shown.
SMILES,SRC1 inh,EBV LMP1 NFkB,TRAIL sens C8,TROY NFkB inh,COUP-TFII inh,NCOA3 inh,NR5A2 inv ag,KKLEB cytotox,TWEAK-Fn14 inh,CF NFkB block,Shn3 3UTR inh
Fc1ccc(-c2cc3nc(-c4ccccc4)cc(N4CCOCC4)n3n2)cc1,17,-1,6,-18,6,15,-17,-20,-11,-4,9
CC1CCN(C(=O)CC#N)CC1,18,1,6,4,-13,-5,7,1,-7,-9,-1
CN(CC(=O)O)c1ccc(S(=O)(=O)N2CCOCC2)cc1[N+](=O)[O-],-4,3,2,-8,12,14,18,7,-8,-18,-16
Clc1ccc(OCCCCN2CCCCC2)cc1,-15,-8,-3,10,nt,3,2,0,-1,-5,12
Fc1ccc(-n2[nH]nnc2=S)cc1N1CCCC1,-9,-5,9,2,-11,7,-19,-14,8,11,5
CC1=CCC(C(=O)N/N=C/c2cccs2)C(c2ccc(F)cc2)C1 (stereo unspecified),6,-4,10,-2,-5,17,10,3,-14,-4,-3
CCCCNc1c(-c2ccc(OC)c(SC3CCCCC3)c2)nc2ccc(Cl)cn12,-1,3,14,-11,6,-7,2,-4,25,14,26
COc1ccccc1Cc1c(-c2ccc(F)cc2)nc2cc(C)c(Br)c(C)n12,nt,nt,3,-9,3,nt,-6,nt,3,nt,nt
Cc1nc(C)c(C(=O)N2CCCC(CCC(=O)NCc3ccc(F)c(F)c3)C2)s1 (stereo unspecified),21,12,-2,-8,-23,6,-4,-4,-22,-1,-6
CC(=O)Nn1cnc2c(c1=O)C1(CCCC1)Cc1ccccc1-2,14,-3,-18,-11,4,16,18,2,-14,2,7
Cn1c(=O)c2c(nc(N3CCCC3)n2CC(O)CO)n(C)c1=O (stereo unspecified),-13,2,16,6,-3,20,11,4,10,-10,-5
CCOc1ccc(NS(=O)(=O)c2ccc(C(=O)N3CCCCC3)cc2)cc1,1,24,3,18,18,11,4,4,-1,-6,78
Cc1cc(C(F)(F)F)nn1Cc1n[nH]c(=S)n1-c1ccc(F)cc1,6,-10,-10,4,-10,12,21,9,12,-5,9
CCCC1=NN(C(=O)Cc2ccc([N+](=O)[O-])cc2)C(O)(C(F)(F)F)C1 (stereo unspecified),3,-10,1,17,7,-13,1,3,-6,1,55
CCOC(=O)CC(=O)Nc1ccc(C)cc1,2,0,-10,-1,-16,0,-4,2,0,-1,13

# Structures listed so far that contain a carbonyl joined to an NH by a bond outside any ring (4):
SMILES,SRC1 inh,EBV LMP1 NFkB,TRAIL sens C8,TROY NFkB inh,COUP-TFII inh,NCOA3 inh,NR5A2 inv ag,KKLEB cytotox,TWEAK-Fn14 inh,CF NFkB block,Shn3 3UTR inh
CC1=CCC(C(=O)N/N=C/c2cccs2)C(c2ccc(F)cc2)C1 (stereo unspecified),6,-4,10,-2,-5,17,10,3,-14,-4,-3
Cc1nc(C)c(C(=O)N2CCCC(CCC(=O)NCc3ccc(F)c(F)c3)C2)s1 (stereo unspecified),21,12,-2,-8,-23,6,-4,-4,-22,-1,-6
CC(=O)Nn1cnc2c(c1=O)C1(CCCC1)Cc1ccccc1-2,14,-3,-18,-11,4,16,18,2,-14,2,7
CCOC(=O)CC(=O)Nc1ccc(C)cc1,2,0,-10,-1,-16,0,-4,2,0,-1,13

# Later entries
SMILES,SRC1 inh,EBV LMP1 NFkB,TRAIL sens C8,TROY NFkB inh,COUP-TFII inh,NCOA3 inh,NR5A2 inv ag,KKLEB cytotox,TWEAK-Fn14 inh,CF NFkB block,Shn3 3UTR inh
CCc1nc2sc3c(c2c(=O)n1N)CCC3,1,-1,5,4,1,15,13,2,-8,9,4
Cc1cc(C)c(/C=N/NC(=O)c2nnn(-c3nonc3N)c2COc2ccc(F)cc2)c(C)c1,-4,nt,-2,27,-5,12,1,-5,-19,-16,10
Cc1ccc(CN2CCN(/N=C/c3cccs3)CC2)cc1,-13,3,-7,-8,2,16,12,9,-9,10,-5
CCN(CC)CCNC(C(=O)Nc1cc(C(F)(F)F)ccc1Cl)c1ccccc1 (stereo unspecified),6,-5,-1,-1,0,11,-17,-2,-25,-2,6
CC(C)(C)OC(=O)N1CCC(C(=O)Nc2ccc3c(c2)CCC3)CC1,-68,-26,13,-28,-47,-52,-76,10,-27,-19,-100
O=C(Nc1ccc(NC(=O)C2CC2)nc1)c1ccccn1,-110,5,40,13,-30,-87,-136,8,62*,2,-2
Cc1ccc(/C=N\NC(=O)C2COc3cc4ccccc4cc3O2)o1 (stereo unspecified),-2,-16,0,21,-9,13,3,-2,-29,0,-4
COc1ccc(-c2sc3ccc(OC)cc3c2C#Cc2cncn2C)cc1,-1,-33,29,-24,-6,-7,-1,-5,-6,26,-3
CCc1nc2ccc(C(=O)N(C)CCCN(C)C)cn2c1N(C)CCCc1ccccc1,7,nt,6,0,2,12,1,8,4,-17,-27
Cc1ccccc1/C=C/c1cccc[n+]1C,-8,3,-4,-8,0,4,-11,-11,-4,-13,-8
Cc1cc(C)c2nc(N(CCN(C)C)C(=O)c3ccc4ccccc4c3)sc2c1,7,16,16,-6,7,2,-6,-9,-2,10,8
Cc1cccc(-c2cc3nc(C)cc(N4CC(C)CC(C)C4)n3n2)c1 (stereo unspecified),-5,-2,-2,10,6,27,14,-2,-2,6,1
O=C(c1nc2ccccn2c1CNCCCn1cccn1)N1CCCC1,-10,-2,-1,0,4,14,8,-4,-23,-4,-5
COc1cc(CNc2ccc3c(c2)OCCO3)ccc1OCC(N)=O,-1,4,-3,28,-17,12,7,0,34,9,1
O=C(NCCc1cnc[nH]1)c1ccc(-c2ccccc2)cc1,-42,2,5,-52,-28,-52,-41,-6,-5,10,-7
Cc1cccc2nc(-c3cccnc3)c(Nc3ccccc3)n12,4,6,16,19,3,-8,10,-2,10,-3,12
Cc1cc(C)nc(SCc2nnc(SCC#N)n2-c2cccc(Cl)c2)n1,-17,-2,-7,-8,15,-14,-1,3,-8,1,12
O=c1c2c3c(sc2ncn1/N=C/c1cccnc1)CCCC3,-14,2,14,-19,-4,-6,14,5,-14,-14,-9
Cc1cc2ncn(S(=O)(=O)N3CCCCC3)c2cc1C,-25,-7,9,21,-1,1,16,0,32,-8,6
O=C(COC(=O)[C@H](Cc1ccccc1)NC(=O)c1cccs1)NC1CC1,-14,0,5,-5,-25,3,-4,8,-8,0,-13
COc1ccc(N(C(C)C(=O)N/N=C/c2ccc(OC(C)C)cc2)S(C)(=O)=O)cc1 (stereo unspecified),2,-13,-14,4,-1,7,9,-2,-12,-6,-7
Cc1ccc(-n2c(SCC(=O)N/N=C/c3ccccc3C(=O)O)nnc2-c2ccccc2)cc1,-19,9,-14,-3,-3,15,6,-6,-2,-1,-11
COC(=O)c1ccccc1NC(=O)CCC(=O)N1CC(C)Oc2ccc(C)cc21 (stereo unspecified),-17,-3,6,11,8,-5,9,11,15,11,13
O=C(CSc1nnc(CNC(=O)C23CC4CC(CC(C4)C2)C3)n1-c1ccc(F)cc1)Nc1ccccc1,-18,-9,2,0,7,15,12,-2,6,-5,3
COCCNC(=O)C(NC(=O)C1CCCCC1)C(C)C (stereo unspecified),-4,-2,-19,2,-3,14,5,5,1,-7,3
O=C(CN1C(=O)/C(=C\c2ccc(F)cc2)Oc2ccccc21)N1CCN(c2ccccn2)CC1,1,-15,35,-2,11,8,12,-22,-46,24,45
O=C(Cc1ccc(Cl)cc1)Nc1ccccc1C(=O)N1CCCC1,9,-10,0,9,2,13,0,15,4,-19,-6
Cc1cccc(NC(=O)c2cccc([N+](=O)[O-])c2O)c1C,-108,-15,16,17,-48,-87,-105,10,38,16,2
CCCCC[C@@H]1CCCCC[C@H](O)C[C@@H](O)[C@@H](O)/C=C/C(=O)O1,nt,nt,1,0,8,nt,0,nt,19,nt,nt
CCOC(=O)[C@H]1[C@H]2COc3ccccc3[C@@H]2N2C(=O)CN(Cc3ccccc3)C(=O)[C@@]12C,-9,3,1,3,4,10,-20,-4,-4,-1,1
NC(=O)C1Cc2ccccc2CN1C(=O)c1cccc(Oc2ccccc2)c1 (stereo unspecified),-6,8,-12,9,7,-9,8,5,13,6,-1
Cc1nn(C)cc1C(=O)NNC(=S)Nc1ccccc1,-49,-18,-6,-34,-26,-31,-77,0,-21,19,-43
Cc1nnc(NC(=O)c2cccc(S(=O)(=O)N3CCOCC3)c2)s1,8,-6,-6,-21,5,11,6,5,-6,-15,-10
CCOc1ccccc1NC(=O)C(=O)CC(=O)c1cccc(OC)c1,16,3,6,8,4,11,7,4,4,15,23
O=c1cc(CN2CCCCC2)c2c(ccc3ccccc32)o1,2,nt,-3,-25,9,-8,1,-6,-8,4,-12
Cc1ccccc1NC(=O)C1C2CC/C=C\CCC21 (stereo unspecified),-18,-12,0,-27,2,13,8,3,-34,0,-28
COc1ccc(CN2CCCC(N3CCN(c4cccc(Cl)c4)CC3)C2)cc1OC (stereo unspecified),-18,3,10,2,-9,9,1,5,1,-3,51
CC(=O)N1CCOc2ccc(S(=O)(=O)N3CC(C)CC(C)C3)cc21 (stereo unspecified),-34,6,7,12,-6,-3,-4,-3,-13,-3,5
CC(NCCc1ccc(S(N)(=O)=O)cc1)C(=O)NCc1ccccc1 (stereo unspecified),20,2,-13,-6,8,20,6,7,9,-12,12
CCC[C@H]1CN(c2ccc(Br)cc2)C(=O)[C@@H]1CC(=O)Nc1ccc(OC)cc1,1,14,27,24,10,8,-6,-4,10,-10,-8
COc1cc(/C=C2\SC(=S)N(CCC(=O)N3CCN(C)CC3)C2=O)cc(OC)c1OC,10,5,12,-1,5,4,-11,3,-16,10,-92
CCC(O)c1c(-c2ccccc2)nn(C)c1Cl (stereo unspecified),10,0,-3,11,14,0,4,5,2,-15,10
Cc1nc2c(C)cccn2c1/C(O)=C1\C(=O)C(=O)N(CCN2CCOCC2)C1c1cccs1 (stereo unspecified),-5,5,-14,-11,9,-19,-3,18,5,-1,17
COC(=O)c1ncccc1SC,4,-2,-1,-12,7,12,3,-3,-5,-4,9
COc1ccc(N=C/C=C2\C=C(c3ccccc3)OC(C)(C)O2)cc1,-14,10,-12,-29,-10,-14,-1,10,8,9,-11
CCCN(CCC)C(=O)Cn1c(=O)c2sccc2n2c(=S)sc(-c3ccccc3)c12,0,1,-11,-3,-3,-23,15,-1,1,-4,6
CCOc1ccc(/C=N/n2c(COc3ccccc3)n[nH]c2=S)cc1OC,-36,1,-3,7,6,4,-3,-12,-18,26,0
CCOC(=O)c1nc2ccccc2c(=O)[nH]1,-57,-11,-7,-21,-20,-12,-44,5,-11,-14,-49
C/C(=N\NC(=O)C1CCCC1)c1ccc(Cl)c(Cl)c1,-20,-2,7,-32,-25,-16,-28,-6,-53,5,7
CC(=O)/C(=N/Nc1ccccc1C)N1CCOCC1,-3,-14,-21,9,9,7,5,6,-32,5,-6
CC1CCCN(C(=O)COC(=O)COc2ccc(C#N)cc2)C1 (stereo unspecified),7,-4,-12,4,-5,-27,15,-25,-11,15,8
Cc1ccc(C(=O)NC2(C(Cl)Cl)N=C(c3ccccc3)N=C2N)cc1 (stereo unspecified),9,4,-6,-7,-5,-9,14,-2,-2,-2,-96

# This is a subset; rates above refer to the full screens.
